A3A deaminase: human APOBEC3A DNA deaminase inhibition; P31941; 0.41% of 330,000 active; inhibition, % at 20 µM; recombinant A3A, FAM/TAMRA ssDNA deamination fluorescence;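 active means at least 40% inhibition at 20 µM here, with at most 30% in a related deaminase screen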;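 further: plate controls were A3A with DMSO for no effect and wells lacking A3A enzyme for full effect; some results filed as inactive read as strong as hits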
EBI2 block: EBI2 (human) antagonism | P32249 | EBI2 beta-arrestin recruitment, luminescence, 7a,25-OHC stimulated | 0.81% of 360,000 active | inhibition, % at 5 µM; in the data active means inhibition above about 38%;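 further: enzyme fragment complementation signal reports receptor beta-arrestin coupling in cells; 0% = agonist plus DMSO wells and 100% = wells without agonist; some results beyond the cut were filed as inactive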
Target sequence (P32249 whole entry, looked up, the tested form may be a part): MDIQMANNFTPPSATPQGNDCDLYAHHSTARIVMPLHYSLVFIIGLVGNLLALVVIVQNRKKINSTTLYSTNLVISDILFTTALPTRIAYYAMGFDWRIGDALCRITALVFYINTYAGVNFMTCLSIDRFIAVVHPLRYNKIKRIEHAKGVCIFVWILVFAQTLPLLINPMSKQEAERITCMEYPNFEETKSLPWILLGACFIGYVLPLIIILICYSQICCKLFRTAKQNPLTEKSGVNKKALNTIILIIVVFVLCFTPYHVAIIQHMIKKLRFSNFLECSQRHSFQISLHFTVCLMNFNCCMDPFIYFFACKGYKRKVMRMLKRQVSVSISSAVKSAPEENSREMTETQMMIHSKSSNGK
Gli-Sufu block: antagonists of Gli-Sufu signaling; AID 588413; 0.74% of 340,000 active; Sufu-KO-LIGHT fibroblasts, Gli luciferase reporter luminescence; inhibition, % at 5 µM;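 active means inhibition above about 55%, limit read from the data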;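 further: 0% = DMSO-treated cells and 100% = wells with medium but no cells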
GRIN3A LBD mod: modulates the human NR3A ligand-binding domain; Tm shift relative to glycine control, % at 25 µM; NR3A LBD differential scanning fluorimetry, Tm shift; 0% = protein alone, 100% = glycine-bound protein; 2.5% of 340,000 active;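 active means melting temperature shift of at least 10% of the positive control shift, at one fixed dose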
A3G deaminase: APOBEC3G (human) deaminase inhibition; 0.28% of 330,000 active; inhibition, % at 20 µM; recombinant A3G, ssDNA deamination FAM/TAMRA fluorescence; Q9HC16;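 active means inhibition of at least 40% at 20 µM, with no more than 30% in the related APOBEC3A deaminase screen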;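 further: plate controls were DMSO wells with A3G for no effect and wells lacking A3G enzyme for full effect; some compounds called inactive have numbers as strong as hits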
CXCR6 inh: inhibitors of human CXCR6 receptor. CHO-K1 PathHunter CXCR6 beta-arrestin, luminescence. inhibition, % at 20 µM. 0.36% of 360,000 active; in the data active means inhibition above about 34%, passing the limit was not always enough;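 further: antagonist mode with CXCL16 agonist at 10 nM final; 0% = 10 nM CXCL16 with DMSO and 100% = unstimulated wells without agonist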
Target sequence (O00574 whole entry, looked up): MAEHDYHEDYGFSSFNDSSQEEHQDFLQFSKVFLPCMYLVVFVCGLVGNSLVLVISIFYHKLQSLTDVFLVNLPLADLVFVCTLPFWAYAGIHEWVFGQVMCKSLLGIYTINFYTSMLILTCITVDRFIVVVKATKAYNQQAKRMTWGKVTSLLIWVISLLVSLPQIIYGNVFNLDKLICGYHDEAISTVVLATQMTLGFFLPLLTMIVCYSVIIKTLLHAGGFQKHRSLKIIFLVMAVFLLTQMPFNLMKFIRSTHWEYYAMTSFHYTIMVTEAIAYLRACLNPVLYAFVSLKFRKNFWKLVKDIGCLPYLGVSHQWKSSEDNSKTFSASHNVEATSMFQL
CCR6 antag: blocks CCL20-driven beta-arrestin recruitment at human CCR6; CHO-K1 CCR6 PathHunter beta-arrestin, luminescence, CCL20-stimulated; inhibition, % at 20 µM; 0.49% of 340,000 active; AID 493098;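 active means compounds whose inhibition of the agonist-driven luminescence signal at 20 µM reaches about 50%, limit read from the data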;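 further: cells stimulated with CCL20 at 14 nM final; plate controls were DMSO with CCL20 for no effect and DMSO without agonist for full effect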
Target sequence (P51684 whole entry, looked up): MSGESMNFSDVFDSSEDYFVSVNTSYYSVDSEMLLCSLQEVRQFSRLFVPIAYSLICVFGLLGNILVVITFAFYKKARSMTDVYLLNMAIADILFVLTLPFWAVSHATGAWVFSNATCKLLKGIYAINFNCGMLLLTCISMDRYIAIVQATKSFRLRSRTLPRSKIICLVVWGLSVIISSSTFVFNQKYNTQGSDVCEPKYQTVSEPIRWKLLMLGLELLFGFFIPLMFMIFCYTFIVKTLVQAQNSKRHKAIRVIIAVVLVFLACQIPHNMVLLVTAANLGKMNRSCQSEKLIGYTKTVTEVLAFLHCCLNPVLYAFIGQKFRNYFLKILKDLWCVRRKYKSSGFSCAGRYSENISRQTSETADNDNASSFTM
MPTP inh: inhibitors of mitochondrial permeability transition pore. isolated mouse mitochondria, Ca2+ swelling absorbance, 30 min. inhibition, % at 10 µM. 1.4% of 360,000 active. AID 602449;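 active means inhibition of 50% or more, scaled per plate between neutral and stimulator controls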;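 further: 0% = DMSO wells given calcium and 100% = 1 mM EGTA wells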
An asterisk follows results filed as active; x = not tested or not shown.

SMILES	A3A deaminase	EBI2 block	Gli-Sufu block	GRIN3A LBD mod	A3G deaminase	CXCR6 inh	CCR6 antag	MPTP inh
CC1CN(S(=O)(=O)c2cccc(C(=O)NCc3ccco3)c2)CC(C)O1 (stereo not given)	4.4	-5.6	-6.4	-0.2	1.1	10.9	12.1	-2.3
CCOC(=O)c1cc2sc(C)cc2n1CC(=O)NCc1ccc(F)cc1	-1.8	6.0	-3.7	0.8	-3.3	-2.7	3.8	-0.4
CCOC(=O)c1[nH]c(C)c(C(=O)/C=C/c2ccc(C(=O)O)cc2)c1C	-3.2	7.8	4.8	0.2	-7.6	0.5	9.0	-0.6
COc1ccc(NC(=O)c2cc3c(=O)n(C)c4ccccc4c3n2C)cc1OC	-3.2	6.4	19.6	-2.3	-0.5	-9.0	-9.8	-0.5
CCN1CCN(S(=O)(=O)c2ccc(Cl)c(C(=O)N(C)Cc3ccc(C(C)(C)C)cc3)c2)CC1	x	15.8	14.8	0.3	x	11.9	8.9	0.1
CCOC(=O)c1c(S(=O)(=O)NCC(=O)Nc2cc(C)ccc2OC)c(C)n(C)c1C	-5.1	-7.4	2.8	0.4	-4.7	0.1	5.2	0.4
CN(Cc1ccco1)C(=O)C1CCN(c2nnc(-n3cccc3)s2)CC1	-5.4	-3.7	-7.4	-1.4	-4.6	4.8	22.7	0.1
CC(C(=O)Nc1ccc(Cl)cc1Cl)N1C(=O)NC2(CCCC2)C1=O (stereo not given)	1.2	-1.0	-7.0	-6.0	4.4	-4.5	-3.1	-0.2
O=c1cc(C(F)(F)F)[nH]c2c(OC(F)(F)F)cccc12	-3.4	-8.1	-1.1	-14.8	-7.6	-3.1	-9.0	32.8
CCc1ccc(-c2cnc3nc[nH]c(=O)c3n2)cc1	-0.1	-9.4	-4.8	-0.3	-7.4	10.3	-0.1	0.8
Cc1ccc(C(=O)N(CC(=O)NC2CCCCC2)c2ccccc2C)s1	-4.8	-11.3	1.6	-0.6	-6.8	2.1	-4.2	-0.6
Cc1cccc(C(=O)N2CCN(S(=O)(=O)N3CCCCCC3)CC2)c1	-3.6	-1.9	4.6	1.0	-4.1	6.1	5.3	-1.0
O=C(CSc1nnc(-c2cccs2)o1)NCc1ccco1	-0.6	-5.3	6.4	0.0	10.1	0.1	8.9	1.9
CCCCC(=O)Nc1cc(OC)c(NC(=S)NC)cc1OC	-0.2	8.7	6.8	1.4	-3.5	-4.9	1.1	0.6
O=C(Nc1ccc2c(c1)OCO2)c1c(F)cccc1F	0.1	-7.7	-65.5	-0.3	-5.3	5.3	16.6	-0.5
CSc1ccc(C2=CC(=O)C[C@H](c3ccc4c(c3)OCO4)C2)cc1	0.9	41.4*	-8.8	-7.1	5.5	2.3	10.6	-1.2
CCCCCN(C(=O)CCC(=O)OCCOc1cccc(Cl)c1)c1c(N)n(CCCC)c(=O)[nH]c1=O	-2.1	10.0	8.7	-1.7	-9.1	4.7	-0.1	-1.3
Cc1nc2ccccn2c1C(=O)N/N=C/c1cc(C)n(-c2ccc(Br)cc2)c1C	-1.8	12.7	3.0	-1.3	-4.3	3.6	18.2	7.1
O=C(NC(=S)Nc1ccc(F)cc1)C1CCCCC1	-2.7	11.8	-17.7	2.2	-5.5	5.1	0.6	-0.3
NC(=O)c1cc(S(=O)(=O)N2CC=C(c3ccccc3)CC2)cs1	-2.3	-1.6	33.1	2.0	-2.3	-5.9	-7.8	-0.2
OCC[C@@H]1C[C@H](O)[C@@H](O)[C@]2(OCCc3ccccc32)O1	-0.4	-2.2	-21.0	-1.0	-6.8	-8.6	-0.7	-3.1
CCOc1ccc(N(CC(=O)Nc2ccc(OC)cc2)C2=NC3CS(=O)(=O)CC3S2)cc1 (stereo not given)	-2.2	13.0	-8.7	2.2	-16.1	6.3	2.5	-2.2
O=C(O)C1CC=CCC1C(=O)NCc1ccc(Cl)c(Cl)c1 (stereo not given)	-6.5	-6.5	2.2	1.4	2.2	-9.1	-1.5	2.5
NS(=O)(=O)c1ccc(NC(=O)CSc2nc3ccccc3n2-c2ccccc2)cc1	-2.5	10.5	-2.9	2.5	-8.6	-12.6	5.8	-1.2
CCOCCCNS(=O)(=O)c1ccc(-n2cnnn2)c(OC)c1	-3.7	-1.2	x	-1.3	-0.6	-5.9	-0.2	0.4
CCN1CCN(c2cc(C)c3cc(NC(=O)c4ccncc4)ccc3n2)CC1	-31.5	-6.4	-2.7	0.2	-5.9	2.0	22.2	3.0
Cc1cccc(CCNC(=O)CCS(=O)(=O)c2ccc3nc(C)sc3c2)c1	2.9	0.8	1.6	-1.0	-4.7	-0.2	15.0	-0.7
CC(C)=CCC/C(C)=C/C(N)=O	x	-16.8	5.5	x	x	-1.6	0.9	-0.2
COc1ccc(CCNC(=O)CNS(=O)(=O)c2ccc(Cl)cc2)cc1	-1.5	-1.5	1.8	-0.2	-11.2	6.0	-6.8	4.3
CCOc1ccc(/C=C/C(=O)N2CCOCC2)cc1OC	4.2	6.7	-4.2	0.0	-0.9	0.0	5.3	0.3
COc1cccc(C(=O)N(c2ccccc2)C2C=CS(=O)(=O)C2)c1 (stereo not given)	-2.9	-1.1	-10.2	-1.4	-4.8	3.0	15.6	-0.8
Cc1cccc(OC(C)C(=O)Nc2ccc(S(=O)(=O)N3CCCC3)cc2)c1 (stereo not given)	-2.6	-8.9	-17.2	-0.5	-6.9	4.2	11.2	0.3
O=C(COC(=O)COc1ccc(Cl)cc1Br)NC1CC1	-2.5	-1.3	20.5	-1.0	-8.5	1.3	-5.7	0.1
O=C(O)Cn1nnnc1SCC(=O)Nc1ccccc1F	-1.0	1.8	56.6*	-1.6	-6.1	-5.1	9.8	-1.5
O=C1C(=O)N(CC2CCCO2)C(c2ccco2)/C1=C(/O)c1ccc(F)cc1 (stereo not given)	-1.6	-11.1	2.8	-0.4	-4.3	1.9	-2.8	-3.0
COC(=O)c1nc(NC(=O)c2ccc(Cl)cc2)n[nH]1	-1.4	-3.4	-3.2	x	-7.9	-3.1	9.2	-0.6

Fetched by structure from above:
SMILES	A3A deaminase	EBI2 block	Gli-Sufu block	GRIN3A LBD mod	A3G deaminase	CXCR6 inh	CCR6 antag	MPTP inh
O=C1C(=O)N(CC2CCCO2)C(c2ccco2)/C1=C(/O)c1ccc(F)cc1 (stereo not given)	-1.6	-11.1	2.8	-0.4	-4.3	1.9	-2.8	-3.0
CCN1CCN(c2cc(C)c3cc(NC(=O)c4ccncc4)ccc3n2)CC1	-31.5	-6.4	-2.7	0.2	-5.9	2.0	22.2	3.0
CCOc1ccc(/C=C/C(=O)N2CCOCC2)cc1OC	4.2	6.7	-4.2	0.0	-0.9	0.0	5.3	0.3

Other structures
SMILES	A3A deaminase	EBI2 block	Gli-Sufu block	GRIN3A LBD mod	A3G deaminase	CXCR6 inh	CCR6 antag	MPTP inh
O=C(NNC(=S)Nc1ccccc1)c1ccco1	-2.9	-8.0	2.0	-0.3	-7.9	7.4	-4.5	0.5
COc1ccc(S(=O)(=O)N2CCN(C(=O)C3COc4ccccc4O3)CC2)cc1 (stereo not given)	80.1	10.2	7.2	0.9	51.5	-3.7	20.1	-2.7
COc1ccc(NC(=O)CN(C)C(=O)c2ccc3ccccc3c2)cc1	-2.8	-3.9	-4.3	-0.1	-3.5	7.1	4.8	-1.6
O=C(CSc1ncn[nH]1)Nc1nsc(-c2ccccc2)n1	2.0	-11.5	-8.1	-2.6	-7.2	-8.9	2.6	0.5
CC(=O)CSc1nc2c(c(=O)[nH]c(=O)n2C)n1Cc1ccccc1Cl	-1.2	-11.9	19.8	-2.2	-2.9	7.5	5.0	-0.3
CN(CCCNC(=O)C1CCC(=O)N1Cc1ccc(F)cc1)c1ccccc1 (stereo not given)	-6.2	-9.3	7.7	2.8	-10.7	-4.8	2.2	0.7
O=C(CCl)Nc1cccc(Oc2cnccn2)c1	-0.4	5.3	6.2	0.1	-3.2	-7.6	0.1	-1.6
CCCn1c(CCC(=O)O)ccc1-c1ccc(OC)cc1	-3.5	-1.4	-4.0	-0.1	-8.4	-2.0	1.9	-0.9
COc1ccc(CNC(=O)C2CCN(S(=O)(=O)c3cccc(C(F)(F)F)c3)CC2)cc1	-3.6	54.2*	-1.5	1.2	-9.9	-5.9	10.3	-0.3
Cc1cccc(C2(c3cccc(C)c3)CC2C(=O)Nc2ccc([N+](=O)[O-])cc2O)c1 (stereo not given)	-1.8	19.9	38.8	15.2*	-6.8	13.5	57.9*	96.3*
C[C@H](CO)N1C[C@H](C)[C@@H](CN(C)S(=O)(=O)c2cn(C)cn2)Oc2ccc(NC(=O)C3CC3)cc2C1=O	2.7	3.8	-13.4	-0.6	1.1	-3.9	13.4	-1.0
Cc1ccc(NC(=O)C2CCCN2c2nn3c(=O)cc(C)nc3s2)cc1 (stereo not given)	-0.2	1.7	-15.6	-0.8	6.7	4.4	13.2	-0.8
COCCN(C(=O)Cn1c(C(F)(F)F)nc2ccccc21)c1c(N)n(Cc2ccccc2)c(=O)[nH]c1=O	-4.4	-11.3	-2.3	1.8	-6.4	-5.2	-6.5	1.1
CCc1ccc(NC(=O)c2sc3nc4n(c(=O)c3c2C)CCC4)cc1	-0.6	4.5	x	-2.0	-2.2	-6.0	8.5	-1.5
CC1CN(CC(=O)Nc2cc(S(=O)(=O)N3CCCC3)ccc2Cl)CC(C)O1 (stereo not given)	-4.4	-23.8	7.7	0.2	-8.4	0.3	5.1	3.6
CSc1cccc(N2CC(C(=O)N(CC(C)C)c3c(N)n(Cc4ccccc4)c(=O)[nH]c3=O)CC2=O)c1 (stereo not given)	19.8	-2.6	-5.8	-1.9	1.1	7.8	11.2	-1.5
c1ccc(Cn2ncc3c(Nc4ccccc4)ncnc32)cc1	0.9	11.3	20.0	1.5	-1.2	4.8	8.7	1.5
O=C(NCCc1c[nH]c2ccccc12)c1ccc(Cl)cc1	-1.5	59.6*	-61.7	29.2*	3.4	5.0	8.8	0.3
COc1ccc(-c2c(-c3cc(OC)cc(OC)c3)n(C)c3ccc(-c4cnc(OC)nc4)cc23)cc1	-3.0	19.9	23.2	0.3	-9.7	7.8	19.4	-0.8
COc1ccc(C(CNC(=O)CN2C(=O)NC3(CC(C)CC(C)(C)C3)C2=O)N2CCOCC2)cc1 (stereo not given)	1.4	-9.1	4.9	-0.5	-3.7	-9.1	-0.8	0.4
Cc1c(OCC(=O)NCCCN2CCCC2=O)ccc2c3c(c(=O)oc12)CCCC3	-2.1	-14.0	-5.4	-1.3	1.3	1.8	1.9	-0.4
N#Cc1ccc(COC(=O)C2CCC(=O)N2)cc1 (stereo not given)	-6.8	-5.9	99.3*	-1.3	-7.9	-6.2	-11.1	-0.3
N#Cc1cnn(Cc2ccccc2)c1N	-6.4	-8.3	-1.6	0.5	-8.9	-2.4	3.0	-0.3
COc1ccc(O)c(-c2cc(-c3ccccc3[N+](=O)[O-])[nH]n2)c1	-1.9	17.5	0.5	-4.1	-2.6	3.7	10.4	2.5
Cc1cc(C(=O)NC2CCCCCC2)c2ccccc2n1	-5.7	-10.0	10.3	-0.5	-6.8	-6.2	13.4	-1.1
Cc1c(Br)ccc(NC(=O)Cn2nc(-c3cccs3)ccc2=O)c1C	2.2	13.1	-1.7	-3.8	-3.1	-6.4	19.2	0.2
COCCCn1c(C)nnc1SCC(=O)Nc1cccc(C)c1	-6.3	-6.0	-6.8	-2.5	-6.3	-12.9	-10.6	-0.2
COc1cccc(CC(=O)N2CCN(S(=O)(=O)c3ccc(Br)cc3)CC2)c1	-4.0	20.3	1.7	-0.4	-2.7	-4.3	-2.1	-1.0
COC(=O)c1cc(S(=O)(=O)Nc2cccc(S(N)(=O)=O)c2)oc1C	-1.0	-4.7	4.5	1.2	-10.4	-1.3	10.2	0.5
O=C(NCc1cccnc1)C1c2ccccc2C(=O)N1Cc1ccco1 (stereo not given)	1.9	-1.4	1.8	-10.7	-1.7	0.7	14.8	0.9
O=C(NNc1ccc(Cl)nn1)c1ccc(Cl)cc1	-3.6	2.8	-4.8	1.3	-1.4	-2.4	3.8	1.0
Cc1ccc(S(=O)(=O)N(C)C)cc1NC(=O)CN1c2cccc3cccc(c23)S1(=O)=O	-3.5	-2.9	2.5	-3.8	-8.6	-0.3	3.1	-0.4

Screens (PubChem)

Rows are unselected. About 5.8% of those tested had a hit in this group.
